Gli-Sufu antag = antagonists of Gli-Sufu signaling; Sufu-KO-LIGHT fibroblasts, Gli luciferase reporter luminescence; inhibition, % at 5 µM; 340,000 tested, 0.74% active; AID 588413;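 active = inhibition above about 55%, limit read from the data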;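 note: 0% = DMSO-treated cells and 100% = wells with medium but no cells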
CXCR6 block = inhibitors of human CXCR6 receptor; O00574; CHO-K1 PathHunter CXCR6 beta-arrestin, luminescence; inhibition, % at 20 µM; 360,000 tested, 0.36% active; AID 602244; in the data active = inhibition above about 34%, passing the limit was not always enough;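 note: antagonist mode with CXCL16 agonist at 10 nM final; 0% = 10 nM CXCL16 with DMSO and 100% = unstimulated wells without agonist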
EBI2 block = antagonists of human EBI2 receptor; 360,000 tested, 0.81% active; P32249; inhibition, % at 5 µM; EBI2 beta-arrestin recruitment, luminescence, 7a,25-OHC stimulated; in the data active = inhibition above about 38%;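 note: enzyme fragment complementation signal reports receptor beta-arrestin coupling in cells; 0% = agonist plus DMSO wells and 100% = wells without agonist; some results beyond the cut were filed as inactive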
Target sequence (P32249 whole entry, looked up, the tested form may be a part): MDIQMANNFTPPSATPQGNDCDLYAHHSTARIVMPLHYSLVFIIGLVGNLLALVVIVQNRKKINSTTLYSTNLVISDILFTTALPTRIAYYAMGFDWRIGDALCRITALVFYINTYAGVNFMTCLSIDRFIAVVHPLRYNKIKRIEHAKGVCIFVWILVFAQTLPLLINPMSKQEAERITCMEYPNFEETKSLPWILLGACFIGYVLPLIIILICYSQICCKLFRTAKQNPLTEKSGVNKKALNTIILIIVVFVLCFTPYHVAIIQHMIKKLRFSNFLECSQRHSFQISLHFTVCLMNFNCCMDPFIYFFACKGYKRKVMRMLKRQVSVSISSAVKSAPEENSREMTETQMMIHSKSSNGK
APOBEC3A inh = human APOBEC3A DNA deaminase inhibition | AID 493011 | P31941 | recombinant A3A, FAM/TAMRA ssDNA deamination fluorescence | inhibition, % at 20 µM | 330,000 tested, 0.41% active;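 active = at least 40% inhibition at 20 µM here, with at most 30% in a related deaminase screen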;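 note: plate controls were A3A with DMSO for no effect and wells lacking A3A enzyme for full effect; some results filed as inactive read as strong as hits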
Target sequence (P31941 whole entry, looked up): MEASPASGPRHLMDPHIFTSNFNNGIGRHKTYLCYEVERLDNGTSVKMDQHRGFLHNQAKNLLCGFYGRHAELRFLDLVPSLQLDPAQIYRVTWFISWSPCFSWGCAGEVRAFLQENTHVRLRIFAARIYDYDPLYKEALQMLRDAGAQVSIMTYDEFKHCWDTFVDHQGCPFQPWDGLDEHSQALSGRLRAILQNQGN
A3G deaminase = blocks human APOBEC3G single-stranded DNA deamination; Q9HC16; recombinant A3G, ssDNA deamination FAM/TAMRA fluorescence; inhibition, % at 20 µM; 330,000 tested, 0.28% active;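 active = inhibition of at least 40% at 20 µM, with no more than 30% in the related APOBEC3A deaminase screen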;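 note: plate controls were DMSO wells with A3G for no effect and wells lacking A3G enzyme for full effect; some compounds called inactive have numbers as strong as hits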
Target sequence (Q9HC16 whole entry, looked up): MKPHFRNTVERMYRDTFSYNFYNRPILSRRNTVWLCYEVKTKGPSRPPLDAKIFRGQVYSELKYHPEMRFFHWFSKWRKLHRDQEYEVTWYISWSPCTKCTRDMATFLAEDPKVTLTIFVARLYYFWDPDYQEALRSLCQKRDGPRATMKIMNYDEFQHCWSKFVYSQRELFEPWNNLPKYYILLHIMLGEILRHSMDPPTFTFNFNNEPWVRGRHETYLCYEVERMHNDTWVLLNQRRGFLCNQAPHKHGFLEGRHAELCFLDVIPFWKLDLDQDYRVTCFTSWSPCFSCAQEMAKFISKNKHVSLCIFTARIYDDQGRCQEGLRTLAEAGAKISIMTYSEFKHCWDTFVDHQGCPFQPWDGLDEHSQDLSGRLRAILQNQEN
CCR6 antag = blocks CCL20-driven beta-arrestin recruitment at human CCR6 | CHO-K1 CCR6 PathHunter beta-arrestin, luminescence, CCL20-stimulated | 340,000 tested, 0.49% active | inhibition, % at 20 µM;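 active = compounds whose inhibition of the agonist-driven luminescence signal at 20 µM reaches about 50%, limit read from the data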;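 note: cells stimulated with CCL20 at 14 nM final; plate controls were DMSO with CCL20 for no effect and DMSO without agonist for full effect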
MPTP inh = inhibitors of mitochondrial permeability transition pore; AID 602449; isolated mouse mitochondria, Ca2+ swelling absorbance, 30 min; 360,000 tested, 1.4% active; inhibition, % at 10 µM;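 active = inhibition of 50% or more, scaled per plate between neutral and stimulator controls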;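 note: 0% = DMSO wells given calcium and 100% = 1 mM EGTA wells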
GRIN3A LBD mod = NR3A (human) ligand-binding domain modulation; Tm shift relative to glycine control, % at 25 µM; NR3A LBD differential scanning fluorimetry, Tm shift; 0% = protein alone, 100% = glycine-bound protein; 340,000 tested, 2.5% active;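 active = melting temperature shift of at least 10% of the positive control shift, at one fixed dose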
Active calls of the source: *; / = no result given.

no.	canonical_smiles	Gli-Sufu antag	CXCR6 block	EBI2 block	APOBEC3A inh	A3G deaminase	CCR6 antag	MPTP inh	GRIN3A LBD mod
1	CN1CCN(c2nc(-c3ccccc3)cc(C(F)(F)F)n2)CC1	6.9	-4.3	-14.4	-2.6	-3.9	0.3	-0.1	-1.4
2	Cc1cc(C(=O)NN=C(Cc2ccccc2)Cc2ccccc2)c(C)o1	-0.3	0.1	-2.1	3.2	0.6	20.7	0.3	8.2
3	Cc1cccc(NC(=O)c2cc(=O)[nH]c3ccccc23)c1	5.7	-18.0	-18.0	-6.3	-7.5	2.1	0.3	0.1
4	COc1ccc(-c2nc(N)ncc2-c2csc(C)n2)c(O)c1	99.0*	1.5	8.7	0.0	-1.3	-14.2	1.2	-2.1
5	CCOC(=O)NC(=O)c1cn(-c2ccc(OC)cc2)c(=O)[nH]c1=O	4.1	-6.6	-3.5	-4.1	-7.5	-3.0	0.1	1.9
6	O=C1CC(C(F)(F)C(F)(F)C(F)(F)C(F)F)=Nc2ccccc2N1	4.0	0.3	4.9	-2.1	-4.7	-18.8	0.0	2.2
7	O=C(COC(=O)C1CCC1)NCc1ccc(F)cc1	-4.5	-0.5	2.4	1.8	-5.3	3.9	-0.3	-0.1
8	COc1ccccc1COn1c(=O)c(-c2ccco2)[n+]([O-])c2ccccc21	8.2	-0.4	16.9	-7.7	-5.6	10.6	41.3	-0.7
9	Cc1c(S(=O)(=O)Nc2cccc(Cl)c2)c(=O)n(C)c(=O)n1C	-0.1	-2.6	-2.1	-1.8	-2.5	1.4	-2.0	-1.2
10	Cn1c(N)c(C(=O)CSc2nnc(-c3c[nH]c4ccccc34)n2C2CC2)c(=O)[nH]c1=O	0.1	-5.4	-1.2	2.8	-9.7	9.2	-0.8	2.7
11	CNC(=O)c1cc(NC(=O)N(CCC#N)CCN(C(=O)NC(Cc2ccccc2)C(=O)NC(CC(C)C)C(=O)NC)c2ccccc2)ccc1OC (centres undefined)	-49.3	0.9	-11.0	/	/	-2.6	-1.2	-3.0
12	CCS(=O)(=O)c1ccc(O)c(NC(=O)NC2CCCCC2)c1	-15.1	-1.1	-5.3	-5.2	-6.3	-2.0	-0.4	-1.7
13	CCCCNC(=O)/C=C/c1ccc(S(=O)(=O)Nc2ccc(OC)cc2)cc1	8.7	1.5	2.7	1.3	6.6	15.6	-0.1	-6.7
14	CC[C@@]1(O)C(=O)OCc2c1cc1n(c2=O)Cc2cc3c(N)cccc3nc2-1	65.2*	-14.0	-13.5	12.3	22.2	-4.2	0.9	-4.7
15	O=C(CSc1ncnc2nc[nH]c12)c1ccc([N+](=O)[O-])cc1	-0.4	-16.5	1.6	-2.5	-4.1	-7.1	1.7	0.9
16	CN(C)c1ccc(C(C(=O)NCC2CCCO2)N(Cc2ccccc2)C(=O)c2snc(C(N)=O)c2N)cc1 (centres undefined)	13.1	3.4	-18.9	-5.3	-6.9	2.0	-3.2	1.3
17	O=c1c2ccccc2sn1-c1nccs1	0.8	9.0	13.0	/	/	26.0	2.1	2.0
18	Cc1ccc(S(=O)(=O)N2CCN(C(=O)COC(=O)c3ccc([N+](=O)[O-])o3)CC2)c(C)c1	0.9	-21.4	-47.9	4.6	-8.0	-10.1	-1.2	-1.7
19	Nc1nonc1-n1nnc(C(=O)N/N=C/c2ccc(OCc3ccccc3)cc2)c1CN1CCCCC1	1.6	4.5	5.9	1.0	-4.1	-6.7	-0.1	18.4*
20	O=C(OCc1ccccc1)N1CCC2CC1c1cc(-c3ccc(F)cc3)ccc12 (centres undefined)	-9.6	3.3	0.2	/	/	13.8	-1.7	-0.5
21	COC(=O)C1NN=C(C(=O)c2ccc(Br)cc2)C1c1cccc(Br)c1 (centres undefined)	8.6	28.0	21.9	4.8	-1.1	52.8*	2.7	-3.9
22	Cc1cccc(C(=O)NCC(=O)OCC(=O)N2CCN(S(=O)(=O)c3ccc(C)cc3C)CC2)c1	-6.3	-9.9	-3.0	-0.3	-5.8	-0.7	0.0	1.0
23	Cc1ncsc1CCSc1n[nH]c(=O)n1-c1ccccc1	2.1	2.1	-3.4	1.6	-0.5	4.9	0.3	1.9
24	CCN(CC)C(=O)CSc1nc2c(sc(=S)n2Cc2ccco2)c(=O)n1-c1ccccc1	16.8	22.8	31.1	-4.2	-7.1	17.8	4.0	5.2

Just GRIN3A LBD mod, for some of the entries so far:
No. | Structure | GRIN3A LBD mod
23 | Cc1ncsc1CCSc1n[nH]c(=O)n1-c1ccccc1 | 1.9
24 | CCN(CC)C(=O)CSc1nc2c(sc(=S)n2Cc2ccco2)c(=O)n1-c1ccccc1 | 5.2
17 | O=c1c2ccccc2sn1-c1nccs1 | 2.0

Following part
no.	canonical_smiles	Gli-Sufu antag	CXCR6 block	EBI2 block	APOBEC3A inh	A3G deaminase	CCR6 antag	MPTP inh	GRIN3A LBD mod
25	O=C(Nc1ccc(OC(=O)c2ccncc2)cc1)c1ccncc1	4.2	-6.0	-2.4	-1.9	-5.7	-8.2	-0.3	2.2
26	O=C(O)c1ccc(CSc2nnc(Cc3ccccc3)o2)cc1	1.7	0.6	-1.8	2.5	2.6	-18.6	-0.1	0.5
27	Cc1sc2nc(SCC(=O)N3CCCCC3)[nH]c(=O)c2c1C	2.2	8.4	3.1	-0.3	-4.2	-4.7	-1.3	-4.1
28	O=C(Cc1ccccc1[N+](=O)[O-])NCC1(c2cccc3c2OCO3)OCCO1	-8.9	0.7	-12.8	/	/	-4.5	0.2	1.3
29	Cc1cc(Br)ccc1SCC(=O)OC/C(O)=C(\C#N)c1nc2ccccc2[nH]1	-9.7	13.9	-14.8	-2.4	-3.9	38.6	3.4	5.6
30	CCn1c(SCC(=O)NC2=NCCS2)nnc1C(C)NC(=O)c1ccccc1F (centres undefined)	-20.1	5.9	4.0	0.3	-4.9	9.5	-1.1	-0.8
31	O=C(NCCS(=O)(=O)N1CCN(c2ccccc2F)CC1)c1cc(=O)c2ccccc2o1	7.3	-7.3	14.1	-4.5	-4.8	-0.5	-2.7	0.1
32	Cc1nnc(SCc2ccc(Cl)cc2Cl)[nH]c1=O	5.0	5.5	-4.3	-2.6	-3.4	-1.4	5.6	-1.5
33	CCOC(=O)C(C)(C)Sc1nc2c(cnn2-c2ccc(F)cc2)c(=O)[nH]1	6.8	1.9	-4.6	-3.4	-6.4	0.6	1.9	3.9
34	O=C(Nc1nccs1)c1ccc2ccccc2c1	-79.5	0.8	-9.9	-4.0	-5.8	12.7	0.2	-26.6
35	Cc1ccn2c(c1)nc(=O)c1cc(S(=O)(=O)N3CCOCC3)ccc12	-3.9	4.5	-6.2	-0.9	-3.0	6.6	-1.9	-3.1
36	CCOC(=O)C(C(=O)Nc1ccccn1)C1CCCCC1 (centres undefined)	4.0	-2.4	2.7	76.4	36.3	-9.4	-1.4	0.0
37	COC(=O)c1ccc(C(=O)Nc2ccc(F)cc2)cc1	-25.9	-2.1	38.5	1.0	-4.0	4.6	-1.7	-367.9
38	COc1cc(/C=N/Nc2nc(C)cc(C)n2)ccc1OC(=O)c1ccco1	-4.5	5.2	-7.3	-2.7	2.0	5.0	1.0	-4.5
39	CC(NC(=O)COC(=O)c1c[nH]c2ccccc12)c1ccccc1 (centres undefined)	21.2	-2.2	3.9	-3.3	-7.1	8.0	-0.1	-0.3
40	COc1ccc(NC(=O)CC(=O)Nc2ccc(OC)cc2OC)c(OC)c1	4.7	-7.3	-26.5	-2.8	-7.6	10.6	0.2	2.0
41	Cc1c(CCOC(=O)c2cc([N+](=O)[O-])cc([N+](=O)[O-])c2)sc[n+]1CC(=O)c1ccccc1	-6.1	-19.5	0.2	0.7	1.7	2.8	1.1	0.2
42	Cc1cc(C)c(NC(=O)c2ccc3c(c2)C(=O)N(Cc2cccnc2)C3=O)c(C)c1	2.5	2.8	-4.9	2.7	10.8	0.5	-0.6	-2.7
43	O=C1/C(=N\S(=O)(=O)c2cccs2)C([n+]2ccccc2)=C([O-])c2ccccc21	23.3	-15.3	-17.4	7.0	1.1	-12.7	0.9	0.4
44	Cn1c(CNC(=O)CCNC(=O)c2ccccc2F)cc(=O)n(C)c1=O	1.4	2.2	-24.4	-6.4	-4.6	-0.2	1.4	-1.4
45	Cn1ccc(C(=O)Oc2ccc(C(=O)Nc3ccc(F)cc3F)cc2)n1	-12.2	3.9	-1.2	-9.1	-6.5	-7.8	3.2	0.7
46	O=C(O)c1cc(NC(=O)c2cccc(C(=O)Nc3cc(C(=O)O)cc(C(=O)O)c3)c2)cc(C(=O)O)c1	35.4	4.9	-5.9	-3.6	-5.5	15.4	-0.9	1.8
47	CCOCCCNC(=O)c1ccccc1SC	-4.0	1.7	-0.9	2.2	0.8	-11.9	-2.4	-0.4
48	CC(=O)c1cccc(Nc2nc(-c3ccccc3)nc3ccccc23)c1	1.5	8.7	-0.3	-1.1	18.7	1.4	14.8	23.1*
49	CCOc1ccc(NC(=S)Nc2cccnc2)cc1	4.4	-0.5	58.0*	-8.9	0.1	-7.8	-2.0	-8.1
50	COc1ccc(C(c2nnnn2Cc2ccccc2)N2CCN(c3nc4ccccc4s3)CC2)cc1OC (centres undefined)	4.8	13.9	14.4	-3.0	-2.1	21.3	-2.5	2.7
51	Cc1cc(-c2cccs2)c2c(n1)sc1c(=O)[nH]c(=O)[nH]c12	84.0*	5.4	-2.1	-2.0	-4.2	-12.6	-0.5	-1.9
52	Cc1cc(=O)oc2cc(OC(=O)c3cncc(Br)c3)ccc12	1.7	4.3	-4.8	3.4	-15.6	5.3	-0.8	-2.6
53	Cc1cc(C)nc(N(C#N)CC(=O)N(c2ccccc2)C(C)C)n1	-3.6	-1.4	5.1	-1.3	-3.6	-4.8	-1.9	0.0
54	O=C(C1CCN(C2CC(=O)N(Cc3ccccc3)C2=O)CC1)N1CCCCCC1 (centres undefined)	5.9	-1.7	-5.9	-5.7	-8.8	-21.2	-1.8	0.5
55	COc1cccc(C(=O)NC2CCN(CC(=O)NCc3ccccc3OC)CC2)c1	6.9	7.0	-16.2	-2.6	-5.5	11.7	-0.2	-1.0
56	CCOC(=O)C1(C)NC(c2cc(OC)c(OC)c(OC)c2)C2C(=O)N(CC)C(=O)C21 (centres undefined)	-2.0	-0.9	-3.7	1.3	-4.5	3.1	-0.7	0.0

3 entries from above, ordered by count of non-hydrogen atoms, smallest number first:
no.	canonical_smiles	Gli-Sufu antag	CXCR6 block	EBI2 block	APOBEC3A inh	A3G deaminase	CCR6 antag	MPTP inh	GRIN3A LBD mod
49	CCOc1ccc(NC(=S)Nc2cccnc2)cc1	4.4	-0.5	58.0*	-8.9	0.1	-7.8	-2.0	-8.1
51	Cc1cc(-c2cccs2)c2c(n1)sc1c(=O)[nH]c(=O)[nH]c12	84.0*	5.4	-2.1	-2.0	-4.2	-12.6	-0.5	-1.9
55	COc1cccc(C(=O)NC2CCN(CC(=O)NCc3ccccc3OC)CC2)c1	6.9	7.0	-16.2	-2.6	-5.5	11.7	-0.2	-1.0

Screening data deposited in PubChem BioAssay by Sanford-Burnham Center for Chemical Genomics.

Compounds as they come; about 5.8% have a hit in one of these screens.
